NCI-60 one-dose screen, 48 h, at 10 µM unless noted. Numbers give growth in % (100 = growth as untreated, 0 = no growth, -100 = all killed).
A498: A498 renal cancer cells; actives 5.4% (n = 76,000); AID 1794774
OVCAR-4: OVCAR-4 ovarian cancer cells | actives 3.7% (n = 80,000)
CAKI-1: CAKI-1 renal cancer; actives 4.7% (n = 75,000); AID 1794772
RXF 393: RXF 393 renal cancer cells. AID 1794773. actives 6.9% (n = 77,000)
OVCAR-3: OVCAR-3 ovarian cancer. actives 7% (n = 79,000)
ACHN: ACHN renal cancer | actives 4.9% (n = 81,000)
OVCAR-5: OVCAR-5 ovarian cancer; actives 2.9% (n = 82,000)
OVCAR-8: OVCAR-8 ovarian cancer. actives 4.4% (n = 81,000)
* = called active by the depositor; [ ] = dose if it differs, or a comment. Rule for the calls: active = growth percent below 10; inactive = the rest.

Screening COC(=O)C1(C(C)C(=O)c2ccccc2)NC(=S)NC(=O)C1C#N (stereo not drawn) returned A498 106, OVCAR-4 104, CAKI-1 91, RXF 393 99, OVCAR-3 116, ACHN 105, OVCAR-5 103 and OVCAR-8 109.
O=C1Nc2ccccc2C12C(=O)Oc1ccccc12 (stereo not drawn) was read as A498 128, OVCAR-4 104, CAKI-1 93, RXF 393 116, OVCAR-3 110, ACHN 96, OVCAR-5 112 and OVCAR-8 100.
Screening O=C1CCC2CC1CCC2=O returned A498 176, OVCAR-4 103, CAKI-1 88, RXF 393 112, OVCAR-3 106, ACHN 105, OVCAR-5 96 and OVCAR-8 101.
For O=C1CCC(N2C(=O)c3cccc(NCCCOCCOCCOCCCNc4cccc5c4C(=O)N(C4CCC(=O)NC4=O)C5=O)c3C2=O)C(=O)N1 (stereo not drawn) the results were A498 71, OVCAR-4 105, CAKI-1 84, RXF 393 106, OVCAR-3 112, ACHN 99, OVCAR-5 113 and OVCAR-8 104.
For O=C1NC(O)(c2ccccc2)c2ccccc21 (stereo not drawn) the results were A498 112, CAKI-1 95, RXF 393 94, OVCAR-3 115, ACHN 103, OVCAR-5 103 and OVCAR-8 105.
For CC1=CSC2=NC3C(NN12)N(C)C(=O)N3C (stereo not drawn) the results were A498 128, OVCAR-4 110, CAKI-1 95, RXF 393 116, OVCAR-3 108, ACHN 100, OVCAR-5 109 and OVCAR-8 101.
Screening CCCCN1C=CCN(CCCC)C1 returned A498 78, OVCAR-4 43, CAKI-1 86, RXF 393 113, OVCAR-3 13, ACHN 98, OVCAR-5 83 and OVCAR-8 44.
For c1ccc(-c2n(Cc3ccc4ccccc4c3)c3c4ccccc4c4ccccc4c3[n+]2Cc2ccc3ccccc3c2)cc1 the results were OVCAR-4 -73*, CAKI-1 -92*, RXF 393 -83*, OVCAR-3 -91*, ACHN -93*, OVCAR-5 -90* and OVCAR-8 -69*.
For O=C1C=CC(=O)N1c1n[nH]c2nc3ccccc3cc12 the results were OVCAR-4 107, CAKI-1 91, RXF 393 104, OVCAR-3 107, ACHN 103, OVCAR-5 114 and OVCAR-8 108.
Screening CCCCOC(=O)N1CCCC1 returned A498 99, OVCAR-4 117, CAKI-1 76, RXF 393 94, OVCAR-3 105, ACHN 102, OVCAR-5 87 and OVCAR-8 112.
O=[n+]1ccn([O-])c2ccccc21 was read as A498 81, OVCAR-4 106, CAKI-1 96, RXF 393 90, OVCAR-3 101, ACHN 104, OVCAR-5 93 and OVCAR-8 121.
Screening S=c1nc(Cc2nc3ccccc3s2)[nH][nH]1 returned A498 103, OVCAR-4 103, CAKI-1 95, RXF 393 117, OVCAR-3 102, ACHN 96, OVCAR-5 97 and OVCAR-8 105.
For O=C(Nc1ccncc1)C(=O)c1cn(S(=O)(=O)c2cc(Cl)cc(Cl)c2)c2ccccc12 the results were A498 63, OVCAR-4 76, CAKI-1 55, RXF 393 75, OVCAR-3 60, ACHN 68, OVCAR-5 89 and OVCAR-8 69.
Screening CC([C@H]1CCC2C3CCC4C[C@@H](N(C)C)CC[C@]4(C)C3CC[C@@]21C)N(C)C (stereo partly drawn) returned A498 104, OVCAR-4 39, CAKI-1 77, RXF 393 63, OVCAR-3 106, ACHN 93, OVCAR-5 92 and OVCAR-8 98.
Screening CCOC(=O)c1c(C)oc2ncnc(Nc3ccc(C(=O)Nc4ccc(OC)cc4)cc3)c12 returned A498 75, OVCAR-4 96, CAKI-1 97, RXF 393 92, OVCAR-3 110, ACHN 95, OVCAR-5 114 and OVCAR-8 99.
Screening COC(=O)/C=C/CBr returned A498 80, OVCAR-4 95, CAKI-1 97, RXF 393 98, OVCAR-3 102, ACHN 96, OVCAR-5 90 and OVCAR-8 93.
Clc1ccc2c(c1)C1CC(c3ccccc3)=NN1C(c1ccncc1)O2 (stereo not drawn) was read as A498 110, OVCAR-4 85, CAKI-1 46, RXF 393 94, OVCAR-3 85, ACHN 83, OVCAR-5 97 and OVCAR-8 89.
O=C(Cn1cc(CN2CCN(c3ccnc4cc(Cl)ccc34)CC2)nn1)Nc1ccc(Cl)cc1 was read as A498 75, OVCAR-4 73, CAKI-1 56, RXF 393 78, OVCAR-3 79, ACHN 63, OVCAR-5 65 and OVCAR-8 73.
Screening CCN(CC)C(=O)C1CCN(C)CC1 returned A498 84, OVCAR-4 105, RXF 393 106, OVCAR-3 110, OVCAR-5 107 and OVCAR-8 102.
Screening CC(=O)C(CCC#N)(CCC#N)c1ccccc1 returned A498 83, CAKI-1 86, RXF 393 114, OVCAR-3 106, ACHN 107, OVCAR-5 113 and OVCAR-8 108.

Quoted at random: 2 records from the list
O=[n+]1ccn([O-])c2ccccc21 was read as A498 81, OVCAR-4 106, CAKI-1 96, RXF 393 90, OVCAR-3 101, ACHN 104, OVCAR-5 93 and OVCAR-8 121.
O=C1Nc2ccccc2C12C(=O)Oc1ccccc12 (stereo not drawn) was read as A498 128, OVCAR-4 104, CAKI-1 93, RXF 393 116, OVCAR-3 110, ACHN 96, OVCAR-5 112 and OVCAR-8 100.

Going on with the list:
`COc1cc(-c2csc(NC(=O)Nc3ccc(C(F)(F)F)cc3)n2)cc(OC)c1OC` gave A498 -24*, OVCAR-4 13, RXF 393 -4.2*, OVCAR-3 1.7*, ACHN 3.2*, OVCAR-5 33 and OVCAR-8 3.1*.
Screening Fc1cc(COC2CCN(Cc3ncn4ccccc34)CC2)ccc1Cl returned A498 106, OVCAR-4 94, CAKI-1 82, RXF 393 109, OVCAR-3 104, ACHN 102, OVCAR-5 96 and OVCAR-8 46.
`CCOC(=O)C[C@@H]1C(=O)N2CC[C@]3(C(=O)Nc4ccccc43)[C@H]2C[C@@H]1C(=O)OCC` gave A498 94, OVCAR-4 103, CAKI-1 88, RXF 393 105, ACHN 102, OVCAR-5 102 and OVCAR-8 100.
`CC(=O)O/C=C(\C)C1CCC2C1(C)CC=C1C23C=CC2(CC(OC(C)=O)CCC12C)C1C(=O)OC(=O)C13` (stereo not drawn) gave A498 90, OVCAR-4 106, CAKI-1 103, RXF 393 93, OVCAR-3 96, ACHN 108, OVCAR-5 108 and OVCAR-8 97.
For O=C(N/N=C/c1ccc(Cl)cc1Cl)c1ccccc1Nc1cccc(C(F)(F)F)c1 the results were A498 -7.4*, OVCAR-4 66, CAKI-1 56, OVCAR-3 53, ACHN 36, OVCAR-5 86 and OVCAR-8 72.
For CCOC(=O)c1c(NC(C)=O)sc2c1CCC(=O)C2=O the results were A498 109, OVCAR-4 98, CAKI-1 100, OVCAR-3 102, ACHN 101, OVCAR-5 112 and OVCAR-8 103.
`CCCC1C(CC)CC(CC)C(O)C1(CC)CO` (stereo not drawn) gave A498 102, OVCAR-4 103, CAKI-1 105, RXF 393 100, OVCAR-3 105, ACHN 103, OVCAR-5 112 and OVCAR-8 100.
O=C1Nc2ccccc2C2c3c[nH]c4cccc(c34)CN12 (stereo not drawn) was read as A498 66, OVCAR-4 69, CAKI-1 87, RXF 393 127, OVCAR-3 101, ACHN 90, OVCAR-5 102 and OVCAR-8 96.
Screening COc1ccc(-c2nnn(-c3ccc(Cl)cc3)c2N)cc1OC returned A498 78, OVCAR-4 104, CAKI-1 100, RXF 393 102, OVCAR-3 95, ACHN 94, OVCAR-5 93 and OVCAR-8 101.
Screening Cc1cc(=O)[nH]c2ccc(S(=O)(=O)Nc3ccccc3)cc12 returned A498 95, OVCAR-4 95, CAKI-1 79, RXF 393 91, OVCAR-3 105, ACHN 88, OVCAR-5 91 and OVCAR-8 91.
For NS(=O)(=O)c1ccc(CCN2C(=O)/C(=C\c3ccc(Cl)cc3)C=C2c2ccc(Cl)cc2)cc1 the results were A498 88, OVCAR-4 97, CAKI-1 64, RXF 393 104, OVCAR-3 101, ACHN 97, OVCAR-5 101 and OVCAR-8 97.
`COc1cc(CN2COCc3c(C(C)(C)C)nn(-c4ccccc4)c32)cc(OC)c1OC` gave A498 92, OVCAR-4 89, RXF 393 76, OVCAR-3 137, ACHN 89, OVCAR-5 92 and OVCAR-8 99.
COc1cc(N)ccc1C#N was read as A498 110, OVCAR-4 109, CAKI-1 95, RXF 393 101, OVCAR-3 105, ACHN 99, OVCAR-5 105 and OVCAR-8 101.
CCOC(=O)Nc1ccc2c(c1)C(=O)N(CCOC)c1ccccc1O2 was read as A498 4.7*, OVCAR-4 62, CAKI-1 39, RXF 393 56, OVCAR-3 8.5*, ACHN 48, OVCAR-5 88 and OVCAR-8 53.
Screening COc1ccc(OC)c(NC(=O)CSC(N)=O)c1 returned A498 99, OVCAR-4 93, CAKI-1 92, RXF 393 111, OVCAR-3 108, ACHN 102, OVCAR-5 113 and OVCAR-8 98.
CN(C)c1ccc(Cc2cc(-c3ccccc3)nn(C/C(=N/O)c3ccccc3)c2=O)cc1 was read as A498 -3.2*, OVCAR-4 55, CAKI-1 54, RXF 393 61, OVCAR-3 56, ACHN 53, OVCAR-5 90 and OVCAR-8 57.
`COc1ccc(-c2nc3sc(C)nn3c2/C=C/C(=O)c2cc(OC)c(OC)c(OC)c2)cc1` gave A498 98, OVCAR-4 97, CAKI-1 95, OVCAR-3 104, ACHN 90, OVCAR-5 91 and OVCAR-8 106.
For N/C(=N\c1nc2ccc([N+](=O)[O-])cc2s1)NC(=O)Nc1ccccc1Cl the results were A498 -5.8*, OVCAR-4 -27*, CAKI-1 43, RXF 393 25, OVCAR-3 -53*, ACHN -41*, OVCAR-5 38 and OVCAR-8 6.9*.
COc1ccc(CN2C(=O)c3cnc4c(c(C)nn4-c4ccccc4)c3C2=O)cc1OC was read as A498 89, OVCAR-4 101, CAKI-1 99, RXF 393 125, OVCAR-3 118, ACHN 108 and OVCAR-5 104.
`O=[N+]([O-])c1cnn(S(=O)(=O)c2ccccc2)c1` gave OVCAR-4 118, CAKI-1 97, RXF 393 110, OVCAR-3 113, ACHN 107, OVCAR-5 100 and OVCAR-8 101.
For CCN1CCN(S(=O)(=O)c2oc(-c3ccc(Cl)cc3)nc2C#N)CC1 the results were A498 93, OVCAR-4 105, CAKI-1 65, RXF 393 -60*, OVCAR-3 42, ACHN -87*, OVCAR-5 95 and OVCAR-8 85.
`COCCOCn1c(N(C)C)c(C#N)c2c(N)ncnc21` gave A498 103, OVCAR-4 91, CAKI-1 92, RXF 393 100, OVCAR-3 106, ACHN 86, OVCAR-5 99 and OVCAR-8 99.
CCCCCCCCCCCCc1ccccc1 was read as A498 104, OVCAR-4 113, CAKI-1 95, RXF 393 118, OVCAR-3 108, ACHN 110, OVCAR-5 106 and OVCAR-8 106.
`O=C(Nc1ccc(-n2cc(-c3ccncc3)c(-c3ccc(Cl)c(O)c3)n2)cc1)Nc1ccc(Cl)c(C(F)(F)F)c1` gave A498 64, OVCAR-4 16, CAKI-1 -33*, RXF 393 -48*, OVCAR-3 2.5*, ACHN 2.3*, OVCAR-5 30 and OVCAR-8 1.1*.
CC(C)(C)SC(=S)SCC(=O)c1ccc(F)cc1 was read as A498 80, OVCAR-4 82, CAKI-1 79, RXF 393 75, OVCAR-3 89, ACHN 97, OVCAR-5 97 and OVCAR-8 64.
Screening O=C(/C=C/c1ccccc1)c1cccc(OCCCCOc2cccc(C(=O)/C=C/c3ccccc3)c2)c1 returned A498 76[4.75 µM], OVCAR-4 98[4.75 µM], CAKI-1 86[4.75 µM], RXF 393 105[4.75 µM], OVCAR-3 107[4.75 µM], ACHN 105[4.75 µM], OVCAR-5 103[4.75 µM] and OVCAR-8 103[4.75 µM].

In the list so far, these contain a cyano group.
Screening COC(=O)C1(C(C)C(=O)c2ccccc2)NC(=S)NC(=O)C1C#N (stereo not drawn) returned A498 106, OVCAR-4 104, CAKI-1 91, RXF 393 99, OVCAR-3 116, ACHN 105, OVCAR-5 103 and OVCAR-8 109.
Screening CC(=O)C(CCC#N)(CCC#N)c1ccccc1 returned A498 83, CAKI-1 86, RXF 393 114, OVCAR-3 106, ACHN 107, OVCAR-5 113 and OVCAR-8 108.
COc1cc(N)ccc1C#N was read as A498 110, OVCAR-4 109, CAKI-1 95, RXF 393 101, OVCAR-3 105, ACHN 99, OVCAR-5 105 and OVCAR-8 101.
For CCN1CCN(S(=O)(=O)c2oc(-c3ccc(Cl)cc3)nc2C#N)CC1 the results were A498 93, OVCAR-4 105, CAKI-1 65, RXF 393 -60*, OVCAR-3 42, ACHN -87*, OVCAR-5 95 and OVCAR-8 85.
`COCCOCn1c(N(C)C)c(C#N)c2c(N)ncnc21` gave A498 103, OVCAR-4 91, CAKI-1 92, RXF 393 100, OVCAR-3 106, ACHN 86, OVCAR-5 99 and OVCAR-8 99.

Screens: PubChem BioAssay, NCI
